Source: PubChem
VIM-2 inhibitor: blocks Pseudomonas aeruginosa VIM-2 metallo-beta-lactamase; purified VIM-2, nitrocefin hydrolysis, epi-absorbance fluorescence; inhibition, % at 5.6 µM; 290,000 tested, 0.89% active; AID 1527;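 active = inhibition above the mean of all tested compounds plus 3 SD, cutoff set per screening run, cut at about 7.5% in these data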;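 also: red hydrolysis product quenches plate fluorescence so inhibitors raise well fluorescence; 0% = enzyme with DMSO and 100% = DMSO without enzyme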
IDE inh: inhibits human insulin-degrading enzyme in HEK cells; P14735; FAbetaB cleavage, fluorescence polarization; inhibition, % at 5.59 µM; 320,000 tested, 0.41% active; AID 434962;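 active = percent inhibition above the average of all tested compounds plus 3 SD, set per screening campaign, cut at about 16% in these data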;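 also: IDE supplied by intact live HEK cells; FP after avidin binding of uncleaved biotin substrate so inhibition keeps polarization high; 0% = DMSO wells and 100% = 60 µM reference IDE inhibitor Ii1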
Target sequence (P14735 whole entry, looked up): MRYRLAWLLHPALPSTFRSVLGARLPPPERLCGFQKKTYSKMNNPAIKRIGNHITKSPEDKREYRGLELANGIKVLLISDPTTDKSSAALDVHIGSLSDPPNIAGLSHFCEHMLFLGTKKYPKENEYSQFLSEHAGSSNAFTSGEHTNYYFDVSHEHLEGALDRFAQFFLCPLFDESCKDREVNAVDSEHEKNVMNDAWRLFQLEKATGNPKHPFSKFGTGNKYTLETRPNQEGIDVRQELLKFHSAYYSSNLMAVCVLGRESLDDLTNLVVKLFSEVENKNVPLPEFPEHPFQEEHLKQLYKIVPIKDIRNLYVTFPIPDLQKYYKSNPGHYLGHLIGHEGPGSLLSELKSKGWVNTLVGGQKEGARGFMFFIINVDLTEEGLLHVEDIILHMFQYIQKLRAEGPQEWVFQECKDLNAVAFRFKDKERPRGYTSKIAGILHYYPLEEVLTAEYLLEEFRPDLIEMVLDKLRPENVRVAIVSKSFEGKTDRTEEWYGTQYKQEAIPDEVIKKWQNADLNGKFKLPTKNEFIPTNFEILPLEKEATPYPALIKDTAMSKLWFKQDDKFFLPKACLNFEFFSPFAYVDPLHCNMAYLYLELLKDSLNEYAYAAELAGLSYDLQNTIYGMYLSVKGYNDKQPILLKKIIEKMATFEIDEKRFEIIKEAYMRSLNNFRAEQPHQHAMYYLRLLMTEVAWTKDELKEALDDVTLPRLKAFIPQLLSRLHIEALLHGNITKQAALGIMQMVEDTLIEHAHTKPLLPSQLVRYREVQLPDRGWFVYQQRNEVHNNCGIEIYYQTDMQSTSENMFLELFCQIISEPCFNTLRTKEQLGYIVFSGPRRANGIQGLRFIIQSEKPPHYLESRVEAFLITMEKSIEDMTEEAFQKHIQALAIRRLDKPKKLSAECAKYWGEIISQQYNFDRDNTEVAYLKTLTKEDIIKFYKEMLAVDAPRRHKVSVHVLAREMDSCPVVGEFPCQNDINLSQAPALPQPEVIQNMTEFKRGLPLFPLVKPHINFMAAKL
IMP-1 inhibitor: blocks Pseudomonas aeruginosa IMP-1 metallo-beta-lactamase; purified IMP-1, nitrocefin hydrolysis, epi-absorbance fluorescence; inhibition, % at 5.6 µM; 290,000 tested, 0.45% active;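 active = inhibition above the mean plus 3 SD of all compounds in the same screening run, cut at about 4.5% in these data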;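 also: 0% = IMP-1 with DMSO and 100% = DMSO wells lacking enzyme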
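System: Purified recombinant IMP-1 metallo-beta-lactamase enzyme | Measured by: Fluorescence quenching readout, ex 480/em 530 nm | Replication: Singlicate | Incubation: 15 min preincubation plus 25 min reaction at 25 °C | Evaluation: Percent inhibition from optical density relative to buffer-blank wells | Benchmarks: DMSO with and without IMP-1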
pCIP destab: lowers stability of the mouse p/CIP coactivator protein; Q05BA5; F442A p/CIP-EGFP cells, EGFP fluorescence, 16 h; decrease of EGFP signal, % at 10 µM; 290,000 tested, 0.01% active; AID 1984;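 active = EGFP signal decrease of at least 30% at 10 µM or well 3 SD below plate mean, unless failing retest; inactive = the rest, including hits failing retest or dose response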; also: some compounds called inactive have numbers as strong as hits; many of its hits are not listed in these tables
UBC9 SUMO inh: blocks human SUMOylation mediated by UBC9. HTRF SUMOylation assay, SAE1/SAE2 + UBC9, in vitro. inhibition, % at 35 µM. 290,000 tested, 0.36% active; in the data active = inhibition above about 50%, passing the limit was not always enough; inconclusive = no clear call, values can overlap the other calls; also: strong numbers were not always called active
NS3 helicase inh: blocks Hepatitis C virus NS3 helicase unwinding; NS3 helicase DNA unwinding, Cy5 molecular beacon fluorescence; inhibition, % at 10.9 µM; 290,000 tested, 0.56% active;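 active = inhibition above the mean of all tested compounds plus 3 SD, set per campaign, cut at about 35% in these data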;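 also: 0% = DMSO wells and 100% = thioflavine S control wells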
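Measured by: Cy5 fluorescence, 0 and 60 min reads / Assay system: NS3 helicase fragment of HCV / Control set: low DMSO, high thioflavine S at 110 µM / Times: 1 h reaction at 25 °C, ATP-initiated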
CRFBP-R2 block: antagonists of CRF-binding protein/CRF-R2 receptor complex. HEK293 CRF-R2/CRF-BP, CRF-induced calcium fluorescence. 350,000 tested, 0.59% active. inhibition, % at 11.8 µM;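 active = inhibition of the ligand-induced calcium signal above about 50% at the single tested concentration, limit read from the data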
IDE cell activ: activators of human insulin-degrading enzyme in cells; activation, % at 5.96 µM; P14735; 340,000 tested, 0.073% active; HEK cells, FAbeta-B cleavage, fluorescence polarization; 0% vehicle, 100% cell-free pure enzyme wells;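 active = activation above the mean of all tested compounds plus 3 SD, set per screening campaign, cut at about 17% in these data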
GalR3 antagonist: blocks the human galanin receptor 3; O60755; HEK293 GalR3-CNG cAMP membrane potential fluorescence; galR3 body fused to GalR1 C-terminus; inhibition, % at 3 µM; 360,000 tested, 0.44% active; AID 651719;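 active = inhibition above the screen-wide average plus 3 SD, cut at about 13% in these data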;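 also: forskolin and galanin both at EC90 stimulate the cells; cAMP rise reported by CNG channel membrane potential dye signal; 0% = forskolin plus galanin with DMSO and 100% = forskolin alone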
An asterisk follows results filed as active; ? = inconclusive; · = not tested or not shown.

IMP-1 inhibitor,NS3 helicase inh,GalR3 antagonist,VIM-2 inhibitor,smiles,pCIP destab,IDE inh,IDE cell activ,CRFBP-R2 block,UBC9 SUMO inh
-3.4,26,-3,-4.0,Cc1cc(Cl)cc2c(N=Nc3ccccc3C(=O)O)c(O)[nH]c12,-27,1,-1,10,14
-3.3,-17,-8,-1.4,CCC(C)N(C)Cc1cccc(C2(O)CCN(S(=O)(=O)c3ccc(F)cc3)CC2)c1 (stereo not given),4,-1,5,8,-30
-3.6,4,-8,-1.3,O=c1cc(-c2ccc(O)cc2)oc2c([C@@H]3O[C@H](CO)[C@@H](O)[C@H](O)[C@H]3O)c(O)c([C@@H]3O[C@H](CO)[C@@H](O)[C@H](O)[C@H]3O)c(O)c12,-4,-1,7,1,-3
-1.5,-5,-10,0.8,Cc1ccccc1C(=O)NC1CC2CCCC(C1)N2Cc1ccccc1 (stereo not given),-2,-2,4,8,4
·,·,-7,·,CC(=O)N/C(=C\c1ccccc1)C(=O)OCC(=O)N(C)C1CCS(=O)(=O)C1 (stereo not given),·,1,3,5,·
-2.1,-18,-5,-2.6,Cc1nc2ccc(-c3nc4ccc(N)cc4[nH]3)cc2[nH]1,-14,1,0,1,?
-3.1,5,-7,-1.8,O=C(Nc1ccc(F)c(Cl)c1)c1ccc2c(=O)n3c(nc2c1)CCCCC3,-14,3,-10,9,-2
-0.5,2,2,-0.8,COc1ccc(CNC(=O)C2CCN(S(=O)(=O)N3CCCCC3)CC2)cc1,-3,7,3,-1,-5
·,·,-7,·,COc1ccc(C(=O)NNC(=O)c2cccc(S(=O)(=O)N3CCOCC3)c2)cc1,·,0,-3,2,·
-1.4,-1,-5,1.0,N#Cc1c(NCCN)nc(-c2ccco2)c2c1CCCC2,-4,6,5,-19,33
-1.3,0,-6,-1.2,CC1(C)COC(c2cccn2Cc2ccccc2Cl)=N1,-2,-3,7,-25,16
-3.5,-17,-2,-1.8,Cc1ccc(Cn2nc(C)cc2C(=O)Nc2ccc(Cl)cc2)cc1,-19,-1,·,6,-8
-4.7,9,-2,3.0,CCCCCc1nc2c(=O)n(C)c3ccccc3c2o1,-24,-1,3,-1,7
-1.8,-4,-9,-4.6,CN1CCN(C(=O)CN(c2cccc(Br)c2)S(=O)(=O)c2ccccc2)CC1,-1,-5,6,-7,3
-1.9,14,1,-2.4,Cc1ccc(S(=O)(=O)N(c2ccc(Br)cc2)C2C=CS(=O)(=O)C2)cc1 (stereo not given),-15,1,0,-1,-14
-4.6,8,-6,-0.4,CCOC(=O)Cn1c2c(c(-c3ccccc3OC)cc1=O)CCCC2,-4,6,0,57*,-18
0.2,-4,-3,0.9,CCOC(=O)C1CCN(C(=O)CN(c2ccc(OC)cc2)S(=O)(=O)c2c(C)noc2C)CC1,-7,-2,1,3,17
-3.3,3,-1,-0.7,COc1ccc(NCC(=O)n2c(C)c(C)c3ccccc32)cc1OC,-12,0,11,-3,10
-2.2,10,-4,-1.2,O=C(COC(=O)c1ccc(O)cc1O)c1ccc2c(c1)OCO2,-6,0,6,-5,-3
2.7,2,1,-3.4,COC(=O)Cn1nc(C)c2ccccc2c1=O,0,5,-3,0,-8
-1.6,2,-7,-0.5,Cc1cc(C)c(S(=O)(=O)n2nc(C)c(Br)c2C)c(C)c1,-4,-6,2,16,5
-2.1,-9,-3,-2.1,Cc1c(CNC(=O)C2CC2)c(-n2cccc2)n(Cc2ccccc2)c1C,12,7,0,16,-11
-3.0,10,-6,-3.7,O=C1CC(N(C(=O)c2ccco2)c2ccc(F)cc2)C(=O)N1c1ccc(F)cc1 (stereo not given),-19,-3,-1,0,12
-4.1,22,-11,5.5,Nc1c(SCCC(=O)O)ccc2c1C(=O)c1ccccc1C2=O,-5,17*,-3,-1,-25
0.0,-1,-4,-1.1,COc1ccc(C(=O)CSc2nnnn2Cc2ccccc2)cc1,-12,7,6,-6,9
-3.3,-3,-12,0.3,OCCCNc1cc(-c2ccccc2)nc2cc(-c3ccc(F)cc3)nn12,-9,3,-1,-8,24
-1.2,1,-5,2.1,c1coc(Cn2c(-c3ccco3)nc3ccccc32)c1,-4,2,3,18,29
-4.5,8,-4,-2.3,C=CCn1c(SCc2ccccc2Cl)nnc1-c1sc2nc(C)cc(C)c2c1N,-1,-2,8,-12,-17
-2.1,15,-6,-2.1,CN(C)/C=C1/C=C(C=O)OC1=O,-15,7,-1,0,6
-1.7,8,-5,-1.9,C=C(C)CNC(=S)N/N=C/c1ccco1,-8,-2,7,17,27
-3.8,5,-8,-2.5,C[C@H](NC(=O)C1CCN(S(=O)(=O)c2ccccc2)CC1)C(=O)NCc1ccccn1,-25,2,-1,-4,1
-1.8,2,-2,-2.6,CCN(CC(=O)NC1CCS(=O)(=O)C1)C(=O)COc1ccccc1-c1ccccc1 (stereo not given),·,-4,7,9,·
-3.8,1,0,-2.4,COc1ccc(C2C(C#N)=C(N)N(N(C)C)C3=C2C(=O)CC(C)(C)C3)cc1 (stereo not given),-15,5,1,8,10
·,·,-4,·,Cc1c(C(=O)N2CCN(c3ncccn3)CC2)oc2ccc(F)cc12,·,-2,0,-4,·
-1.2,-4,-1,-2.2,Cc1ccc(/C=N/NC(=O)C[n+]2ccccc2)o1,1,4,2,2,9
-1.7,3,-3,-2.0,COc1ccc(C2Nc3ccccc3C(=O)N2NS(=O)(=O)c2ccccc2)cc1 (stereo not given),5,-1,5,10,4
-2.2,-5,-5,-2.9,C/C(=N\NC(=O)c1cc([N+](=O)[O-])cc([N+](=O)[O-])c1)c1ccco1,3,3,0,-7,-6
-0.3,-3,-2,0.4,CC(=O)C(C)Oc1ncn(-c2ccccc2)n1 (stereo not given),0,-4,3,2,8
·,·,-2,·,O=C(c1ccoc1)N1CCC2(CC1)Oc1ccc(Cl)cc1C(=O)C21CC(c2cccnc2)=NO1 (stereo not given),2,8,5,-7,-14
-5.3,-3,-5,-5.8,Cc1c(NN=C(C#N)C#N)c(=O)n(-c2ccccc2)n1C,-9,0,8,17,4
-2.6,-7,1,-2.5,COc1cc(OC)c(NS(=O)(=O)c2cn(C)cn2)cc1Cl,-9,3,7,-6,-8
-3.2,1,-5,-5.1,CC(C)c1ccccc1NC(=O)c1cnccn1,-18,-2,4,-5,21
-1.9,-35,-7,-1.6,COc1ccc(CNCC(O)(c2ccc(F)cc2)c2ccc(F)cc2)cc1,-5,2,6,-134,1
-1.1,-8,4,-0.3,O=C(COC(=O)c1ccc2ccccc2n1)c1ccccc1,-7,-1,0,-5,4
-0.9,-52,-11,-4.2,CC(=O)c1ccc(N2CCN(CC(O)COC(c3ccccc3)c3ccccc3C)CC2)cc1 (stereo not given),-8,0,-1,-13,14
-2.2,-4,0,-0.5,Cc1ccc(C)c(OCCN2CCOCC2)c1,-11,-3,2,0,15
-1.3,5,-2,1.9,O=c1ccc(C(F)(F)F)cn1Cc1cc(=O)n2cc(Br)ccc2n1,-9,2,2,0,14
-0.6,2,-3,4.0,Cc1ccc2cccc(NC(=O)C(F)(F)F)c2n1,3,4,2,5,8
-1.1,-8,-8,0.3,COc1ccc(C(=O)n2cc(C(C)=O)c3ccccc32)cc1,1,2,2,-5,6
-1.8,10,-3,-0.9,COc1cc(OC)c(N(C)S(=O)(=O)c2cccc(C(=O)OCC(=O)NCc3ccco3)c2)cc1Cl,-5,-1,-1,3,2

By substructure, the entries above with a cyano group.
IMP-1 inhibitor,NS3 helicase inh,GalR3 antagonist,VIM-2 inhibitor,smiles,pCIP destab,IDE inh,IDE cell activ,CRFBP-R2 block,UBC9 SUMO inh
-1.4,-1,-5,1.0,N#Cc1c(NCCN)nc(-c2ccco2)c2c1CCCC2,-4,6,5,-19,33
-3.8,1,0,-2.4,COc1ccc(C2C(C#N)=C(N)N(N(C)C)C3=C2C(=O)CC(C)(C)C3)cc1 (stereo not given),-15,5,1,8,10
-5.3,-3,-5,-5.8,Cc1c(NN=C(C#N)C#N)c(=O)n(-c2ccccc2)n1C,-9,0,8,17,4

Later entries
IMP-1 inhibitor,NS3 helicase inh,GalR3 antagonist,VIM-2 inhibitor,smiles,pCIP destab,IDE inh,IDE cell activ,CRFBP-R2 block,UBC9 SUMO inh
-1.1,-11,-3,0.2,Cc1ccc(NC(=O)C(OC(=O)c2ccc(O)cc2)c2ccccc2)cc1Cl (stereo not given),2,1,-1,-3,-32
-2.9,10,-2,-1.6,Cc1cc(N2CCN(c3cccc(C(F)(F)F)c3)CC2)n2nc(C)nc2n1,-5,0,9,1,12
4.8*,16,-8,-5.7,CC(=O)Nc1ccc(N2C(=O)CSC2c2ccccc2)cc1 (stereo not given),-7,1,-4,4,8
1.1,-4,-1,1.2,CNc1nnc(-c2cc3ccccc3oc2=O)s1,-4,5,5,-3,59
-0.6,-11,-6,-1.2,Cc1ccc(NC(=O)OCc2cc(-c3ccccc3)on2)cc1,1,7,2,7,-5
-3.5,-7,1,-2.3,CCN1CCN(C(CNS(=O)(=O)c2ccc(Cl)cc2)c2cccnc2)CC1 (stereo not given),-7,7,-1,19,1
-3.5,3,0,-3.5,O=C(Cc1ccc(Cl)cc1)Nc1ccc2oc(=O)ccc2c1,4,-4,10,2,15
-3.8,0,2,-4.4,O=C(O)CN1C(=O)SC(Nc2ccccc2)C1=O (stereo not given),1,-1,2,-3,-1
-3.1,-1,-5,-5.7,O=C1CC(c2ccccc2)CC(O)=C1C=NCCN1CCOCC1 (stereo not given),-9,3,3,10,-1
·,·,-1,·,CN1C[C@@H]2[C@@H]3C(=O)N(Cc4ccccc4)C(=O)[C@@H]3[C@](C)(C1=O)N2C(=O)c1ccc(Cl)cc1,·,0,0,7,·
